# High-throughput results as filed in PubChem.
# TDP1 cell CPT = growth inhibition of DT40 Tdp1-/-;hTDP1 cells with camptothecin (screen for TDP1 inhibitors). AID 686979. actives 12% (n = 420,000). Potency, µM (titrated, usually from 46.2 µM), for inactives: top-dose activity change, negative = growth inhibition, hits mostly inhibitors. chicken DT40 Tdp1-/-;hTDP1 cells + 20 nM CPT, ATP luminescence, 48 h; active = well fitted inhibition curve with a large enough effect; inconclusive = small, poorly fitted or top-dose-only effect; note: nearly all actives have a fitted effect of over 55% in size
#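 Chicken DT40 Tdp1-/- cells complemented with human TDP1, 400 cells/well, exposed to compounds plus 20 nM camptothecin for at least 48 h at 37 C; viability read as ATP content by CellTiter-Glo luminescence.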
# Starred values were filed as active, the others as inactive; ? = inconclusive; [ ] = remark or other dose. % is set by controls: 0 for no effect and ±100 for the full control effect; potency is the fitted concentration of half-maximal effect.
smiles,TDP1 cell CPT
CCCCNC(=O)C[C@@H]1C[C@@]2(C(=O)OC)CC(C)(C)CC=C2N(CCc2ccc(OC)c(OC)c2)C1=O,?
COc1ccc(S(=O)(=O)N2CCC[C@H]2C(=O)N2CCC[C@H]2C(=O)N[C@@H](C)c2ccccc2)cc1C,?
CC(C)NC(=O)N[C@H]1C=C[C@H](CC(=O)NCc2ccc(Oc3ccccc3)cc2)O[C@@H]1CO,-28.7%
CC(=O)c1ccc(Nc2nc(C(N)C3CCCCC3)cs2)cc1 (centres undefined),13µM*
CN(C)CCCNC(=O)c1cccc(-c2ccc3nncn3c2)c1,24.6%
CCCNC(=O)c1cc(C2CCCCN2S(=O)(=O)c2ccc(F)cc2F)on1 (centres undefined),0.0%
COc1cc(CN2CCc3nnc(C(NS(C)(=O)=O)C(C)C)n3CC2)ccc1F (centres undefined),13.4%
CC(NC(=O)COC(=O)c1ccccc1O)c1ccccc1 (centres undefined),11.7%
COc1cccc(-c2cc(N3CCN(C(=O)c4ccoc4)CC3)n3nc(-c4cccc(Cl)c4)cc3n2)c1,14.6µM*
O=C(NCc1nnc2n1CCN(Cc1cccc(C(F)(F)F)c1)CC2)c1ccncc1,-21.7%
CC1(C(=O)NS(=O)(=O)c2ccc(Cl)cc2)CCN1C(=O)c1ccccc1CCc1ccccc1 (centres undefined),2.2%
CCCCN1C[C@H](CSC)[C@@H](CC(=O)Nc2ccc(Br)cc2)C1=O,?
C[C@H](CO)N1C[C@H](C)[C@@H](CN(C)Cc2ccncc2)OCCCC[C@H](C)Oc2ccc(NC(=O)CCCN(C)C)cc2C1=O,-9.8%
CC(=O)Nc1cccc(-c2ccnc3c2CC(C)(C(=O)NCc2ccco2)O3)c1 (centres undefined),1.03µM*
CCCNC(=O)Nc1nc(C(N)c2ccc(OC)cc2)cs1 (centres undefined),-21.0%
O=C(NCc1ccccc1)C(c1ccc(-c2ccccc2)cc1)N1CCN(C(=O)C2CCCO2)CC1 (centres undefined),?
CCCCC1CC2=C(C(=O)OC(C)(C)O2)C(c2cccc3ccccc23)O1 (centres undefined),?
CCCc1c(-c2ccccc2Br)ncn1Cc1ccccc1OC,2.31µM*
CSc1nc(N)n2nccc2n1,-3.7%
COc1ccccc1C(NC(=O)C1CCN(CCOc2ccccc2)CC1)c1ccccn1 (centres undefined),?

# Structural class, the compounds so far with bromine.
smiles,TDP1 cell CPT
CCCCN1C[C@H](CSC)[C@@H](CC(=O)Nc2ccc(Br)cc2)C1=O,?
CCCc1c(-c2ccccc2Br)ncn1Cc1ccccc1OC,2.31µM*

# Other compounds.
smiles,TDP1 cell CPT
OC(Cc1ccccc1Br)c1ncc(-c2cccc(C(F)(F)F)c2)[nH]1 (centres undefined),23.1µM*
C[C@H]1CN([C@@H](C)CO)C(=O)c2cc(C#CC3(O)CCCC3)cnc2O[C@H]1CN(C)C(=O)C1CC1,9.6%
COc1cccc(-c2oc3c(c2C#CC2(N)CCCCC2)C(O)CCC3)c1 (centres undefined),18.4µM*
CC1(C(=O)Nc2ccc3nc[nH]c3c2)CCN1C(=O)CCc1ccccc1 (centres undefined),-28.1%
CCCCCCCCN1C(=O)[C@H](CC(=O)NCCc2ccccc2OC)C[C@@]2(C(=O)OCC)CCCC=C12,?
CC(C)(C)OC(=O)CC(S(=O)(=O)c1ccccc1)S(=O)(=O)c1ccccc1,1.3µM*
COc1ccccc1CNC(=O)C1(C)CCN1C(=O)Cc1ccc(-c2ccccc2)cc1 (centres undefined),16.4µM*
CCOC(=O)[C@]12CCC=C1N(Cc1ccccc1)C(=O)[C@H](CC(=O)NCc1ccc(C)o1)C2,-29.3%
CN(C)c1ccc2c(=O)c3ccccc3oc2n1,-30.6%
COc1ccc(-c2ccc3[nH]c4c(c3c2)CCN2C[C@@H]([C@H](C)OC(=O)Nc3cc(Cl)cc(Cl)c3)[C@@H](N(C)C(=O)Nc3cc(Cl)cc(Cl)c3)C[C@@H]42)cc1,?
COc1ccc(C(O)c2nc(-c3ccc(OC)nc3)cs2)cc1 (centres undefined),?
CC1(C(=O)Nc2ccc3c(c2)OCCO3)CSCC(=O)N1CCc1ccccc1F (centres undefined),-37.5%
CCCCNC(=O)C1(C)CCN1C(=O)c1ccc2c(c1)C(C)(C)CCC2(C)C (centres undefined),20.6µM*
Cc1ccc(F)c(S(=O)(=O)NC(=O)C2(C)CCN2C(=O)CCC2CCCC2)c1 (centres undefined),0.6%
Cc1cc2[nH]c(=O)c(=O)[nH]c2cc1S(=O)(=O)NCC(C)c1ccccc1 (centres undefined),-14.2%
Cc1oc(-c2ccccc2NC(=O)c2ccccn2)nc1CNC(=O)c1cccc(C#CC(C)(C)O)c1,?
O=C(NCCc1ccncc1)c1cnn(-c2ncc3c(n2)-c2ccccc2CCC3)c1C1CC1,12.1%[9.04 µM]
CCC(C)C(NC(=O)C(Cc1ccc(O)cc1)NC(=O)OCc1ccccc1)C(=O)OC (centres undefined),?
COc1ccc(CCNC(=O)c2cc3cc(Cl)ccc3nc2N)cc1OC,13µM*
Cc1ccc(NC(=O)C2(C)CCCN2C)cc1C (centres undefined),-0.7%

# (cont.)
Compound | TDP1 cell CPT
O=C(NC(c1ccc(-c2ccccc2)cc1)c1cnccn1)C1CCN(CCCOc2ccccc2)CC1 (centres undefined) | 23.1µM*
COC(=O)[C@]12CCCCC=C1N(Cc1ccc3c(c1)OCO3)C(=O)[C@H](CC(=O)NCc1cccc3ccccc13)C2 | ?
CCCCn1nnnc1C(C1CC1)N1CCN(C/C=C/c2ccccc2)CC1 (centres undefined) | ?
CCCCC1CN(CCNC(=O)c2ccccn2)Cc2ccccc2O1 (centres undefined) | 10.9%[9.04 µM]
O=C(NCc1ccccc1)C(c1ccncc1)n1c(=O)c(-c2ccccc2)nc2ccccc21 (centres undefined) | -21.3%
Cc1ccc(-c2cnc(C(O)c3cc(F)cc(Cl)c3)[nH]2)cc1 (centres undefined) | ?
CC1CCN(C(=O)COC(=O)c2ccccc2NCCO)CC1 | -5.3%
CC1(C(=O)NCCc2ccccc2)Cc2c(-c3ccc4c(c3)OCO4)ccnc2O1 (centres undefined) | ?
COc1ccccc1NC(=O)N(C)C[C@@H]1OCc2cnnn2CCCC(=O)N([C@H](C)CO)C[C@H]1C | -17.3%
Nc1ncnc2c1ncn2[C@@H]1O[C@H](CCC(=O)NCc2ccccc2)[C@@H](O)[C@H]1O | ?
C[C@@H]1CCCCO[C@H](CN(C)Cc2ccccc2)[C@@H](C)CN([C@H](C)CO)C(=O)c2cc(NS(=O)(=O)c3ccc(Cl)cc3)ccc2O1 | ?
Cc1ccc(CN2CCCC2(C)C(=O)NC(C)C)cc1 (centres undefined) | ?

# Some of the entries above in a different format:
> CC1(C(=O)NCCc2ccccc2)Cc2c(-c3ccc4c(c3)OCO4)ccnc2O1 (centres undefined)
  TDP1 cell CPT = ?
> COc1ccccc1NC(=O)N(C)C[C@@H]1OCc2cnnn2CCCC(=O)N([C@H](C)CO)C[C@H]1C
  TDP1 cell CPT = -17.3%

# Next entries follow:
Compound | TDP1 cell CPT
CCCCCCCCC(=O)c1c(OC)oc(C=O)cc1=O | -107.9%
Cc1cc(C)n2c(NC3CCCCC3)c(CC(C)C)nc2n1 | ?
COc1cccc(NC(=O)C2(C)CCN2CC2CCCCC2)c1 (centres undefined) | 0.3%
CC1(C(=O)Nc2cccc(Oc3ccccc3)c2)Cc2c(-c3ccccc3)ccnc2O1 (centres undefined) | ?
CCOC(=O)[C@]12CCC=C1N(Cc1ccc(Cl)cc1Cl)C(=O)[C@H](CC(=O)NCc1ccc(OC)c(OC)c1)C2 | 16.4µM*
CC(C)=CCC[C@@](C)(O)[C@H]1CC=C(C)CC1 | -8.2%
CC(=O)c1cccc(-c2ccnc3c2CC(C(=O)NCc2ccc(N4CCN(C)CC4)cc2)O3)c1 (centres undefined) | -39.6%
CCC(CC)C(=O)N(C)c1c(C)nc2c(OCc3ccc(Cl)cc3)cccn12 | 8.2µM*
COc1cc2oc(=O)cc(CN3CCCCC3)c2cc1Cl | -0.1%
O=S(=O)(c1cnccc1N1CCN(CCO)CC1)N1CCCC1 | 12.3%
CC(=NOC(=O)c1ccc(I)cc1)c1nccs1 | -14.3%
O=C(C(=O)N1CCC(c2ccccc2)CC1)c1cccc([N+](=O)[O-])c1 | -7.5%

# Looked up above.
# COc1cc2oc(=O)cc(CN3CCCCC3)c2cc1Cl – TDP1 cell CPT: -0.1%
# CCCCCCCCC(=O)c1c(OC)oc(C=O)cc1=O – TDP1 cell CPT: -107.9%
# O=S(=O)(c1cnccc1N1CCN(CCO)CC1)N1CCCC1 – TDP1 cell CPT: 12.3%
# CC(=NOC(=O)c1ccc(I)cc1)c1nccs1 – TDP1 cell CPT: -14.3%

# Next part.
Compound | TDP1 cell CPT
COC(=O)C1(C(=O)OC)C/C=C\CN(S(=O)(=O)c2ccccc2[N+](=O)[O-])CC1 | -2.1%
O=C(Nc1ccccn1)C1CCN(C(=O)c2ccc(Cl)cc2)CC1 | -3.7%
CCCCN1C(=O)C(CC(=O)NCCCCc2ccccc2)CC(C(=O)N(C(C)C)C(C)C)=C1C (centres undefined) | ?
Cc1ncoc1C(=O)NCc1nc(-c2cccc(NC(=O)c3ccccn3)c2)oc1C | -5.9%[9.04 µM]
Cc1ccc(Cc2c(-c3ccccc3)nc3c(Cl)cc(C(F)(F)F)cn23)cc1 | -4.3%
Cc1nn(-c2ccccc2)c(C)c1NC(=O)COc1ccccc1C#N | ?
CC1(C(=O)O)CCN1C(=O)/C=C/c1ccccc1 (centres undefined) | -1.9%
Cn1c(NCCN2CCCC2)nc2cc(-c3ccccc3)sc2c1=O | ?
CCc1nc2ccc(C(=O)NCCCN3CCCC3=O)cn2c1N(C)C(=O)COc1ccccc1 | -5.6%
CCOC(=O)[C@]12CCCC=C1N(Cc1ccc3c(c1)OCO3)C(=O)[C@H](CC(=O)NCCCOC)C2 | -28.1%
CC1(C(=O)NS(=O)(=O)c2ccccc2Cl)CCN1C(=O)CC(c1ccccc1)c1ccccc1 (centres undefined) | 4.11µM*
CN1C(=O)[C@H]2[C@@H](c3ccc(C(F)(F)F)cc3)N[C@]3(CCCN(Cc4ccc(C(F)(F)F)cc4)C3=O)[C@H]2C1=O | 23.1µM*

# Further entries follow:
Compound | TDP1 cell CPT
Cc1c(C(=O)NCc2ccc3c(c2)OCCO3)sc(=O)n1Cc1ccc(S(=O)(=O)N(C)C)cc1 | 18.4µM*
COc1ccccc1C(=O)NNC(=O)c1ccc(O)cc1 | -13.1%
COc1ccc(C(=O)NNC(=O)Cn2nc(C)cc2C)cc1S(=O)(=O)N1CCOCC1 | 2.6%
Cc1ccc(-c2cnc(C(O)c3cccc(C)c3C)[nH]2)cc1 (centres undefined) | -25.5%
COc1ccc(OCCNC(=O)c2ccc3nc(C)c(N(C)Cc4ccc(NC(C)=O)cc4)n3c2)cc1 | 16.4µM*
COc1ccc(Cc2nc3ccc(C(=O)NCc4cccc(C)n4)cc3o2)cc1OC | 18.4µM*
CCC1CN(CCNC(=O)c2cccc(N3CCCC3=O)c2)Cc2cc(OC)ccc2O1 (centres undefined) | -6.0%[9.04 µM]
C[C@@H]1CN([C@H](C)CO)C(=O)CCCn2cc(nn2)CO[C@H]1CN(C)C(=O)OCc1ccccc1 | -19.3%
CCc1nc2ccc(C(=O)N(CC)CCN(C)C)cn2c1N(C=O)CCC(C)C | ?
Cc1cc(C)cc(Cn2c3ccc(NC(=S)NCc4ccccc4F)cc3c(=O)n2C)c1 | ?
Cc1ccc(S(=O)(=O)N2CCC(C(=O)N3CCCCCCC3)CC2)cc1C | 16.4µM*
CCCCNC(=O)c1nc(-c2cc3ccccc3[nH]2)oc1-c1cccc(C(F)(F)F)c1 | 14.6µM*

# (list continues)
Compound | TDP1 cell CPT
CCOC(=O)[C@]12CCCC=C1N(Cc1ccc3c(c1)OCO3)C(=O)[C@H](CC(=O)NCCC(C)C)C2 | ?
CCc1nc2ccc(C(=O)N3CCCC(C(N)=O)C3)cn2c1N(CCC(C)C)CCN(C)C (centres undefined) | 3.7%
Cn1cccc1CN1CCC[C@]2(N[C@H](c3ccccc3)[C@@H]3C(=O)N(Cc4ccccc4)C(=O)[C@@H]32)C1=O | ?
Cc1cc(CN(Nc2ccccc2)c2ccccc2)cc(C)n1 | ?
Cc1c(C(=O)N(C)CC2CCCN(C)C2)cnn1-c1nccc(-c2ccco2)n1 (centres undefined) | 3.4%
CCOC(=O)C1CCCN(C(=O)c2cccc(OC(F)(F)F)c2)CC1 (centres undefined) | ?
CN(C)CCCNC(=O)c1cccc(-c2ccc3nccn3c2)c1 | 24.6%
CN(CCN1CCOCC1)C(=O)c1cc(COc2ccc(F)cc2Cl)on1 | -15.3%
COc1cc(C(=S)N2CCOCC2)cc(OC)c1OC(=O)c1ccccc1Cl | -11.1%
CSc1nc(COC(=O)NC(C)C)c(COC(=O)NC(C)C)n1Cc1ccccc1 | 9.2µM*
COc1cccc(OCc2cc(C(=O)N(C)C3CCCCC3)no2)c1 | -28.5%
COc1ccc(CN2C(=O)C(CC(=O)NCc3ccco3)CC(C(=O)N3CCOCC3)=C2C)cc1 (centres undefined) | 10.8%

# Following part:
Compound | TDP1 cell CPT
CC1(C(=O)Nc2ccc(Cl)c(Cl)c2)CCN1C(=O)C1CCCCC1 (centres undefined) | ?
Cc1ccccc1S(=O)(=O)N(C)C[C@@H]1OCc2cnnn2CCCC(=O)N([C@@H](C)CO)C[C@@H]1C | -24.6%
C[C@H]1CN([C@@H](C)CO)C(=O)CCCn2nncc2CO[C@@H]1CN(C)S(=O)(=O)c1cccc(F)c1 | 3.2%
COc1ccc(-c2ccc(C(=O)Nc3ccc(Cl)cc3)c3occc23)c(C)c1 | ?
CCCNC(=O)C1(C)CCCN(Cc2ccccc2Cl)C1 (centres undefined) | ?
COC(=O)[C@]12CCCCC=C1N(CCc1ccc(OC)c(OC)c1)C(=O)[C@H](CC(=O)NCCCN1CCCC1=O)C2 | 10.1%
O=C(NCCCn1ccnc1)c1sc2cc([N+](=O)[O-])ccc2c1Cl | 13µM*

# An excerpt; rates above refer to the full screens.
